USP2a inh: USP2a (human) protease inhibition; O75604; USP2 core, Ub-CHOP2 coupled fluorogenic reporter, 485/531; Potency, µM (series often up to 38.3 µM), for the others: at the highest dose activity change, negative = inhibition, usual class: inhibitors; 330,000 tested, 0.01% active;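 note: potency is the fitted concentration of half-maximal effect; plate controls were DMSO wells for no effect and full inhibition by NEM control for full effect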
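Cell-free coupled assay: 10nM USP2 core preincubated 30min RT with compound in Tris-HCl pH 8.0/CaCl2/CHAPS buffer, then 25nM Ub-CHOP2 and 25nM reporter substrate; fluorescence (Ex 485/Em 531) read after 60min RT, normalized to NEM inhibition, concentration-response curves fitted.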
Mito fusion act: mitochondrial division inhibition or fusion activation; S. cerevisiae fusion-defective mutant growth rescue, CellTiterGlo 48 h; Potency, µM (titrated, usually from 46.1 µM), for the others: at the top dose growth rescue (activation), hits mostly activators; 320,000 tested, 0.23% active; AID 485298;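 note: potency is the fitted concentration of half-maximal effect; % of control where 0% means no effect; nearly all actives have a fitted effect of over 45% in size; temperature-sensitive fusion mutants such as fzo1-1 at 37 °C on non-fermentable ethanol glycerol medium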
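S. cerevisiae fusion-defective temperature-sensitive mutants (e.g. fzo1-1, mgm1-5) grown 48 h at 37C in YPEG (ethanol/glycerol non-fermentable) medium with 23 nl compound per well; growth rescue read as CellTiterGlo luminescence.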
ASM inhibitor: inhibitors of human secretory acid sphingomyelinase; P17405; Potency, µM (top dose mostly 57.5 µM), inactives show at the highest dose activity change, negative = inhibition, usual class: inhibitors; 340,000 tested, 0.006% active; placental ASM, HMU-PC fluorogenic substrate, 60 min; note: potency is the fitted concentration of half-maximal effect
Target sequence (P17405 47-631 limits assumed): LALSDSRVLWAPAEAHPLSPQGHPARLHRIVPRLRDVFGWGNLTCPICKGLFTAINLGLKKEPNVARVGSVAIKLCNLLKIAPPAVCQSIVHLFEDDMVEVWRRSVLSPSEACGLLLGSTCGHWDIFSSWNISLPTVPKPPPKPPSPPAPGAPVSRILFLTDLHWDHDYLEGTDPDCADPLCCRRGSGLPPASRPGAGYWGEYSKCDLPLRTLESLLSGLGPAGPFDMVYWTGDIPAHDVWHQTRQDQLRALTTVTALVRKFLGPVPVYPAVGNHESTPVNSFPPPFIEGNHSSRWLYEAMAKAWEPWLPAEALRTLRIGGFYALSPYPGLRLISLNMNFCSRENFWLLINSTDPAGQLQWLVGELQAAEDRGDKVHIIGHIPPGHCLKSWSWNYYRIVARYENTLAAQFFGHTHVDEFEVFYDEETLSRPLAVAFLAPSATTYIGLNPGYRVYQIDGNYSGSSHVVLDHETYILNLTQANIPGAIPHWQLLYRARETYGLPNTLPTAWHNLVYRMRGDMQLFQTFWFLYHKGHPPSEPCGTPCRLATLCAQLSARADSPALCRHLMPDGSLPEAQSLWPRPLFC
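Steps: dispense placental human ASM, pin compound, wait 10 min at room temperature, add HMU-PC0 substrate at 9 uM final, incubate 60 min at 37 °C, add stop solution raising pH to 10, read fluorescence.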
BCR signal inh: inhibitors of chronic active B-cell receptor signaling. ABC-DLBCL IkBa-CBG/CBR reporter, luminescence ratio, 4 h. Potency, µM (series often up to 46.1 µM), without a hit: at the top dose ratio change, negative = lower green/red ratio, actives largely listed as inhibitors. AID 493014. 340,000 tested, 0.05% active; active = well fitted inhibition curve with a large enough effect in the signal ratio, with a control signal flat, not every such curve was filed as active; inconclusive = small, poorly fitted or top-dose-only effect, or effect the other way, or a change in a side signal; the % refers to the signal ratio;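 note: potency is the fitted concentration of half-maximal effect; plate controls were basal doxycycline-induced cells for no effect and cells given 10 µM MG132 for full effect; MG132 reads +100%, hits lower the ratio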
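Concentration-response series (up to 46 uM) were applied to TMD8 dual-reporter cells for 4 h at 37C with doxycycline. Green/red ratio, after filter-overlap correction, defined %Activity; red signal alone was normalised to basal cells and zero luminescence.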
GALK inhibitor: inhibitors of human galactokinase; P51570; Purified GALK, Kinase-Glo residual ATP luminescence; Potency, µM (top dose mostly 57.5 µM), for inactives: top-dose activity change, negative = inhibition, usual class: inhibitors; 270,000 tested, 0.007% active; AID 1868; note: potency is the fitted concentration of half-maximal effect; % is set by controls: 0 for no effect and ±100 for the full control effect
Target sequence (P51570 whole entry, looked up): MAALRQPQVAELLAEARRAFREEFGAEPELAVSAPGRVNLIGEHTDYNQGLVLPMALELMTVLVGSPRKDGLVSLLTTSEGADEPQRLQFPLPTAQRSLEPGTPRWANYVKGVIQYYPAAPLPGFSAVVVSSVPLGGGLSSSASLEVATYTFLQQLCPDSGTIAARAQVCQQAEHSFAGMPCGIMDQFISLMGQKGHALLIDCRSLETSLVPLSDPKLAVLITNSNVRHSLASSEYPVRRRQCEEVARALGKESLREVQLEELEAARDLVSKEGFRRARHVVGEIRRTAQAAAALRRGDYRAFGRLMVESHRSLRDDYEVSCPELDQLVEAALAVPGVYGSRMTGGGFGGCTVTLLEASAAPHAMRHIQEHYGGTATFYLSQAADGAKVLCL
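The enzyme phosphorylates galactose (100 uM) using ATP (35 uM); inhibition is detected as higher residual ATP, quantified by bioluminescence after 1 h reaction at room temperature, pH 8.0.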
Eya2 inh: inhibitors of human Eya2 phosphatase activity. recombinant Eya2, OMFP fluorescence dephosphorylation (OMFP is methylfluorescein phosphate). 330,000 tested, 0.006% active. Potency, µM (top dose mostly 76.9 µM), for the others: at the top dose activity, negative = inhibition, most hits filed as inhibitors. O00167; note: potency is the fitted concentration of half-maximal effect; % is set by controls: 0 for no effect and ±100 for the full control effect
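Eya2 protein (added as 0.2 uM solution) was preincubated with compound for 10 min at ambient temperature in 50 mM HEPES pH 7.5, 50 mM NaCl, 5 uM MgCl2, 0.05% BSA, 1 mM DTT. OMFP (added at 50 uM) then reacted 10 min; fluorescence read at 485/525 nm.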
hERG WT inh: KCNH2 (human, wildtype) channel inhibition; Q12809; U2OS, BacMam KCNH2, thallium flux FluxOr; hits give low values; activity change, % at 1.84 µM; 340,000 tested, 0.37% active;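 active = maximum activity change below -70%; inconclusive = maximum activity change between -70% and -50%; inactive = maximum activity change above -50%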; note: % is set by controls: 0 for no effect and ±100 for the full control effect
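U2OS cells were transduced with wild-type KCNH2 virus (2.03 x 10^8 / mL) for 4 h at room temperature, then cultured overnight at 37 C. Thallium flux was read with FluxOr dye. Rate constants were normalized to DMSO controls.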
TSHR antag: antagonists of human thyroid stimulating hormone receptor | TSHR-expressing cells, TSH-stimulated cAMP HTRF, 2 h; hits give low values | P16473 | activity change, negative = inhibition, % at 11.5 µM | 330,000 tested, 0.2% active;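 active = activity change below a set negative limit, meaning inhibition stronger than a set level, cut at about -70% in these data; inconclusive = activity change between two set negative limits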; note: % is set by controls: 0 for no effect and ±100 for the full control effect
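Cell-based HTRF cAMP assay; TSHR cells + compound, TSH EC80 (4nM final), 2 h, 37 deg C. Lysis with anti-cAMP cryptate and cAMP-d2, 30 min RT, read 665/620 nm.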
MBNL1 CUG block: inhibitors of human MBNL1 binding to CUG repeat RNA | Q9NR56 | TR-FRET MBNL1-His/biotin-(CUG)12 binding, 665/545 ratio | Potency, µM (series often up to 57.5 µM), for inactives: top-dose activity change, negative = inhibition, usual class: inhibitors | 280,000 tested, 0.036% active | AID 2675; active = well fitted inhibition curve with a large enough effect in the signal ratio, with a control signal flat, not every such curve was filed as active; inconclusive = small, poorly fitted or top-dose-only effect, or effect the other way, or a change in a side signal; inactive = no such curve, though single readings can be large or run the other way; the % refers to the signal ratio; note: potency is the fitted concentration of half-maximal effect; % is set by controls: 0 for no effect and ±100 for the full control effect
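TR-FRET between His-tagged MBNL1 and biotin-(CUG)12 RNA, detected with Tb anti-His antibody (0.055 ng/ul) and streptavidin-XL665 (5 nM), 60 min at room temperature. Compounds titrated 92 nM to 58 uM; 665/545 nm ratio normalized to buffer and complex controls.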
Menin-MLL TR inh: menin-MLL binding inhibition, Texas Red mutant peptide. O00255. Menin + Texas Red MLL mutant peptide, fluorescence polarization. Potency, µM (series often up to 61.6 µM), without a hit: top-dose FP activity change, negative = inhibition, actives largely listed as inhibitors. 270,000 tested, 0.23% active; active = well fitted inhibition curve with a large enough effect in the polarisation, with a control signal flat, not every such curve was filed as active; inconclusive = small, poorly fitted or top-dose-only effect, or effect the other way, or a change in a side signal; inactive = no such curve, though single readings can be large or run the other way; the % refers to the polarisation; note: potency is the fitted concentration of half-maximal effect; % of control where 0% means no effect; many of its hits are not listed in these tables
PKM2 act: PKM2 (human) enzyme activation. P14618. AID 1631. Potency, µM (top dose mostly 57.5 µM), for the others: at the highest dose activation, most hits filed as activators. 260,000 tested, 0.34% active. purified PKM2, Kinase-Glo ATP luminescence, activation; response scale: 0% is enzyme alone, no compound; note: potency is the fitted concentration of half-maximal effect; % is set by controls: 0 for no effect and ±100 for the full control effect; nearly all actives have a fitted effect of over 55% in size
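ATP formation by purified human PK-M2, quantified via coupled luciferase luminescence after 1 h at room temperature with 0.1 mM ADP and 0.5 mM PEP final.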
* hit, by the source's call; u = inconclusive; x = no result given; [ ] = remark or other dose. Unless noted, calls come from the whole dose curve; as a rule, active = well fitted curve in the direction sought with a large enough effect; inconclusive = small, poorly fitted or top-dose-only effect, or another doubt; inactive = no such curve, though single readings can be large; an effect the other way counts as inactive or inconclusive.

SMILES	USP2a inh	Mito fusion act	ASM inhibitor	BCR signal inh	GALK inhibitor	Eya2 inh	hERG WT inh	TSHR antag	MBNL1 CUG block	Menin-MLL TR inh	PKM2 act
CCOC(=O)c1c(N)sc2c1CCCC2	-7%	-5%	-2%	u	1%	13%[15.4 µM]	2	12	5%	5%	-19%
O=C(Nc1ccc(N2CCOCC2)cc1)c1cc(-c2ccncc2)nc2ccccc12	-8%	4%	-3%	u	0%	-11%	5	-3	x	x	-5%
Cn1c(CC(=O)Nc2cccc(Cl)c2Cl)nnc1SCC(=O)NC1=NCCS1	-1%	-4%	1%	7%	5%	-13%	-1	-5	0%	9%	2%
CC1CCC(NC(=O)Cn2c3c(c(-c4ccccc4Cl)cc2=O)CCC3)CC1 (stereo not drawn)	3%	4%	1%	1%	-1%	u	43	-18	u	1%	-1%
CCOC(=O)CC(Nc1nc(N2CCOCC2)nc(N2CCOCC2)n1)c1ccccc1Cl (stereo not drawn)	2%	-2%	-1%	-14%	-2%	-11%	5	9	-4%	x	-2%
CCN(CCO)C(=O)CC1C(=O)NCCN1Cc1c(F)cccc1Cl (stereo not drawn)	-1%	-6%	6%	6%	1%	-5%	-3	-3	4%	-10%	-1%
O=C(C(=O)N1CCCCC1)c1cn(CC(=O)N2CCCCCC2)c2ccccc12	-1%	-1%	0%	-3%	-3%	-1%	-8	-11	1%	x	0%
C=CCNC(=O)c1c(Cl)cccc1Cl	0%	-6%	4%	-7%	0%	8%	-26	0	u	5%	7%
Cc1cc(OCC(=O)NC2CC(C)(C)NC(C)(C)C2)c2c(C)cc(=O)oc2c1	0%	12%	2%	0%	4%	-4%	-10	3	-10%	-7%	x
COc1c(C)cc(C(=O)C2CCCN(C(=O)c3csc(C)n3)C2)cc1C (stereo not drawn)	0%	4%	-2%	0%	-1%	5%	0	-16	3%	0%	2%
COC(=O)CC1C(=O)NCCN1C(=O)c1ccc2oc(C(C)C)nc2c1 (stereo not drawn)	0%	-6%	0%	0%	0%	-9%	-11	-12	2%	-4%	x
O=C(OCc1nnc(-c2cccs2)o1)c1cccnc1Cl	1%	-15%	1%	-1%	x	13%	-7	-5	x	x	x

Molecules above that contain a halogen (6):
SMILES	USP2a inh	Mito fusion act	ASM inhibitor	BCR signal inh	GALK inhibitor	Eya2 inh	hERG WT inh	TSHR antag	MBNL1 CUG block	Menin-MLL TR inh	PKM2 act
Cn1c(CC(=O)Nc2cccc(Cl)c2Cl)nnc1SCC(=O)NC1=NCCS1	-1%	-4%	1%	7%	5%	-13%	-1	-5	0%	9%	2%
CC1CCC(NC(=O)Cn2c3c(c(-c4ccccc4Cl)cc2=O)CCC3)CC1 (stereo not drawn)	3%	4%	1%	1%	-1%	u	43	-18	u	1%	-1%
CCOC(=O)CC(Nc1nc(N2CCOCC2)nc(N2CCOCC2)n1)c1ccccc1Cl (stereo not drawn)	2%	-2%	-1%	-14%	-2%	-11%	5	9	-4%	x	-2%
CCN(CCO)C(=O)CC1C(=O)NCCN1Cc1c(F)cccc1Cl (stereo not drawn)	-1%	-6%	6%	6%	1%	-5%	-3	-3	4%	-10%	-1%
C=CCNC(=O)c1c(Cl)cccc1Cl	0%	-6%	4%	-7%	0%	8%	-26	0	u	5%	7%
O=C(OCc1nnc(-c2cccs2)o1)c1cccnc1Cl	1%	-15%	1%	-1%	x	13%	-7	-5	x	x	x

The results go on:
SMILES	USP2a inh	Mito fusion act	ASM inhibitor	BCR signal inh	GALK inhibitor	Eya2 inh	hERG WT inh	TSHR antag	MBNL1 CUG block	Menin-MLL TR inh	PKM2 act
CC(CCc1ccco1)NC(=O)Nc1cccc(F)c1 (stereo not drawn)	3%	-9%	1%	3%	-2%	15%	-23	0	0%	29%	0%
CCN(CC)S(=O)(=O)c1ccc(C(=O)NC(=S)N(CCO)Cc2ccccc2)cc1	-1%	-4%	-2%	-2%	-1%	-12%	-16	-1	-1%	7%	x
COC(=O)COc1ccc(Cl)cc1C1Nc2ccccc2C(=O)N1c1ccc(OC)cc1 (stereo not drawn)	-3%	11%	77%[activator]	-14%	2%	-9%	-5	12	-2%	-16%	-14%
O=C(O)c1cn(Cc2ccccc2Cl)c2ccc(S(=O)(=O)N3CCOCC3)cc2c1=O	0%	-4%	-1%	0%	2%	-25%	9	-18	-6%	-15%	17%
CCCCNc1nc2c(c(=O)n(C)c(=O)n2C)n1CCC	-12%	23%	3%	2%	-2%	-13%	-15	-6	-2%	x	6%
CCc1ccccc1NC(=O)c1ccc(Cn2cc([N+](=O)[O-])cn2)cc1	1%	22%	-2%	0%	x	12%	-9	-4	4%[11.5 µM]	1%	-5%
CC(C)COc1ccc(C(=O)Nc2ccc([N+](=O)[O-])cc2)cc1	4%	5%	-2%	-2%	-1%	-2%	6	4	-5%	7%	-27%
CCCOc1ccc(/C=C/C(=O)NC2CCCCC2)cc1OC	-1%	1%	-1%	0%	-1%	-10%	-4	-5	2%	12%	2%
Cc1cc(C)cc(C(=O)N(c2ccccn2)C(C)c2ccco2)c1 (stereo not drawn)	2%	-1%	1%	0%	0%	-8%	-1	-2	1%	-1%	-3%
O=C(Nc1cccc2ncccc12)c1ccc(OCc2ccccc2)cc1	2%	-1%	-4%	-2%	0%	-23%	13	-1	-1%	3%	8%
CC1CN(CC(=O)Nc2nc3ccccc3s2)CC(C)O1 (stereo not drawn)	4%	-3%	-4%	-10%	-1%	-13%	4	9	2%	12%	-4%
COc1ccc(C2C(=O)c3ccccc3C2=Nc2ccc(Br)cc2)cc1 (stereo not drawn)	1%	8%	u	0%	x	2%	0	6	17%	19%	-16%
Cc1ccc(NC(=O)CN(C)C(=O)Cn2cc(C(F)(F)F)cc(Cl)c2=O)cc1	3%	3%	4%	u	0%	3%	8	6	x	-17%	-1%
COC(=O)CCC(=O)OC1(C)C(=O)C2=CN(CCCOC(C)C)C(c3ccc(OC)cc3)=CC2=C(Br)C1=O (stereo not drawn)	12%	-9%	11%	1%	-2%	-4%	-3	-5	u	x	0%
Cc1nnc(-c2cnn(C)c2N)n1Cc1ccc(Cl)cc1	-1%	0%	-2%	-1%	-1%	-11%	4	-3	-1%	8%	-2%
COc1ccc(OC)c(NC(=O)CC2(CC(=O)O)CCCC2)c1	2%	0%	9%	u	-2%	5%	-5	-10	4%	x	x
CCCCn1c(N)c(N(CC(C)C)C(=O)c2oc3ccc(OCC)cc3c2C)c(=O)[nH]c1=O	1%	-4%	5%	0%	-7%	4%	-9	23	6%	x	-2%
CN(C)CC(=O)Nc1ccc(S(N)(=O)=O)cc1	3%	-4%	5%	-10%	-1%	36%	11	-7	-3%	-6%	-5%
O=c1[nH]c(CSc2nc(-c3ccccc3)cs2)nc2ccccc12	0%	27%	-5%	u	-3%	-15%	-1	-21	x	-6%	1%
Cc1noc(C)c1S(=O)(=O)NCCN1CCN(c2ccccc2)CC1	x	0%	-1%	x	0%	x	-1	x	0%	13%	0%
COC(=O)C1(C)NC(c2ccccc2F)C2C(=O)N(c3ccccc3)C(=O)C21 (stereo not drawn)	-2%	1%	5%	5%	2%	-5%	-11	-2	2%	0%	-1%
Cc1cccc(N=Nc2ccc(O)c3ncccc23)c1	-4%	7%	-14%	u	0%	-3%	-9	1	0%	u	6%
CC(C)(C)c1ccccc1OCC(=O)NCCC(=O)O	0%	-1%	2%	2%	2%	12%	-7	2	-4%	0%	-3%
CC(C)(C)c1ccc(C(=O)NCC(=O)N2CCCCCC2)cc1	-3%	1%	-2%	-2%	5%	-19%	1	2	-9%	-16%	0%

An excerpt; rates above refer to the full screens.
